Bioassay records as filed in PubChem.
SRC1 inh = SRC1 coactivator transcriptional activity inhibitors, primary screen, cell-based, luminescence; 0.12% of 360,000 active; HEK293 GAL4-SRC1 luciferase reporter; AID 588354, 2011; Nuclear receptor coactivator 1 (Homo sapiens), Q15788; inhibition, % at 3.6 µM;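 active = inhibition above the campaign mean plus 3 SD, with each screening campaign given its own cutoff, cut at about 60% in these data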;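 note: 0% = DMSO treated cells and 100% = gossypol at 36 µM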
TLR9-MyD88 block = inhibitors of TLR9-MyD88 association in cells, primary screen, cell-based, CHO, BLA complementation, fluorescence; Toll-like receptor 9 (Homo sapiens) + Myeloid differentiation primary response protein …; CCF4 FRET ratio; inhibition, % at 4.98 µM; 0.21% of 340,000 active; AID 504734, 2011;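 active = inhibition above the mean over all tested compounds plus 3 SD, cut at about 21% in these data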;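 note: 0% = DMSO only wells and 100% = clavulanate BLA inhibitor control wells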
TWEAK-Fn14 inh = inhibitors of TWEAK-Fn14 signaling, primary screen, luciferase reporter cells, uHTS; TWEAK-stimulated Fn14 reporter cells, luciferase luminescence, 8 h; inhibition, % at 10 µM; 2% of 360,000 active; AID 1159606, 2016; in the data active = inhibition above about 50%
COUP-TFII inh = NR2F2 transcriptional activity inhibitors, primary screen, cell-based, luciferase reporter, HEK293T, luminescence; COUP transcription factor 2 (Homo sapiens), P24468; HEK293T NGFI-A luciferase reporter; inhibition, % at 8.6 µM; 0.7% of 370,000 active;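 active = inhibition above a per-plate cutoff, mean inhibition of test wells between control levels plus 3 SD, cut at about 38% in these data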;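 note: cells cotransfected with COUP-TFII expression vector driving the NGFI-A reporter; 0% = median of COUP-TF2 test wells and 100% = reporter-only cells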
Target sequence (P24468 whole entry, looked up): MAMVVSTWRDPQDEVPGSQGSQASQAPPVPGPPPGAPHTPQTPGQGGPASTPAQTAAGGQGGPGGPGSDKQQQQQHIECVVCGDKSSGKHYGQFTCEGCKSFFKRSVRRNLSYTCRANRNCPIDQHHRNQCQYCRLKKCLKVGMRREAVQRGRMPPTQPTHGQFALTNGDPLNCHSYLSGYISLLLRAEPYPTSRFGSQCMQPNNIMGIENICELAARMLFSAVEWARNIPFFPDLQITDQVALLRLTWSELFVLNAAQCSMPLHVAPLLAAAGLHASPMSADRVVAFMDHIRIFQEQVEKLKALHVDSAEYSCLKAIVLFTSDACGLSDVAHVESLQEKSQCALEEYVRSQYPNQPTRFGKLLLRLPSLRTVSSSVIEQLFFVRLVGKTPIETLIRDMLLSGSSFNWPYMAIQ
NCOA3 inh = SRC3 coactivator transcriptional activity inhibitors, primary screen, cell-based, luminescence. AID 588352, 2011. 0.17% of 360,000 active. Nuclear receptor coactivator 3 (Homo sapiens), Q9Y6Q9. inhibition, % at 3.6 µM. HEK293 GAL4-SRC3 luciferase reporter;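 active = inhibition above a per-campaign cutoff, the mean of all compounds plus 3 SD, cut at about 60% in these data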;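 note: 0% = DMSO-treated cells and 100% = gossypol-treated cells at 36 µM; higher means less SRC3-driven luciferase light from the GAL4 reporter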
NOD2 RIPK2 PPI = NOD2-RIPK2 binding disruptors in cells, primary screen, fluorescence, CHO cells, BLA complementation; Receptor-interacting serine/threonine-protein kinase 2 (Homo sapiens), O43353; CCF4 ratio; inhibition, % at 4.98 µM; 0.38% of 360,000 active; AID 624267, 2012; in the data active = inhibition above about 21%;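 note: 0% = vehicle only and 100% = reference blocker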
Target sequence (O43353 whole entry, looked up): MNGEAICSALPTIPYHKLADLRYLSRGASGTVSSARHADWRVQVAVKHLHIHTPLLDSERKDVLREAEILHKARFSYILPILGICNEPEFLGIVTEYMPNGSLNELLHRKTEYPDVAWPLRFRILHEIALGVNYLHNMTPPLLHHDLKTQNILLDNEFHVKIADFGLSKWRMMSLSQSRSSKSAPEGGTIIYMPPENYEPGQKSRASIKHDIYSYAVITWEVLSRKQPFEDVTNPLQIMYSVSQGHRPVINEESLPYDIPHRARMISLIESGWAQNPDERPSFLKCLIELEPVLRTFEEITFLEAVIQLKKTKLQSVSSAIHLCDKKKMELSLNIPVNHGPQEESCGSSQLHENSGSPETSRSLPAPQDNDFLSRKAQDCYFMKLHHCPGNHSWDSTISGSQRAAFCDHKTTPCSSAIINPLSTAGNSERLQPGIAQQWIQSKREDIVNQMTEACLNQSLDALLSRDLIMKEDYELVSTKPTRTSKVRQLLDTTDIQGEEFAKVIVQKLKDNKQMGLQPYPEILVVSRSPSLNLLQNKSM
TROY NFkB inh = inhibitors of TROY-driven NF-kB signaling, primary screen, Q293 LMP1-TROYcd cells, NF-kB luciferase, uHTS. Q293 LMP1-TROYcd NF-kB luciferase reporter, 4 h. AID 1347056, 2019. inhibition, % at 10 µM. 0.98% of 360,000 active;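 active = compounds whose plate-normalised and pattern-corrected inhibition of the luciferase reporter signal at the single screening dose is 50% or more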
C8 TRAIL sens = viability loss with TRAIL in NB7+C8 cells, primary screen, TRAIL sensitizer project, cell-based, ATPlite luminescence; inhibition (viability loss, TRAIL sensitization), % at 10 µM; 1% of 360,000 active; AID 624354, 2012;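 active = compounds causing at least 50% loss of cell viability in the single-dose screen, relative to plate controls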
LRH-1 inv ag = LRH-1 (NR5A2) inverse agonists, primary screen, cell-based, luminescence, HEK293T, StAR-luciferase reporter | inhibition, % at 3.6 µM | 0.13% of 360,000 active | Nuclear receptor subfamily 5 group A member 2 (Homo sapiens), O00482 | LRH-1 transfected, 24 h;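 active = inhibition above the mean inhibition of all tested compounds plus 3 SD, cut at about 73% in these data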;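 note: 0% = DMSO wells and 100% = reporter-only cells lacking LRH-1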
EBV LMP1 NFkB = EBV LMP1-driven NF-kappaB luciferase reporter inhibitors, primary screen, cell-based, luminescence, single point; AID 504558, 2011; 0.69% of 350,000 active; LMP1-induced NF-kappaB luciferase reporter cells; inhibition, % at 12.5 µM; in the data active = inhibition above about 41%;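 note: 0% = neutral control wells and 100% = reference inhibitor control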
NCOA2 inhibitor = inhibition of GAL4-SRC2 driven luciferase reporter, primary screen, SRC2 inhibitor project, cell-based, luminescence | inhibition, % at 9 µM | Nuclear receptor coactivator 2 (Homo sapiens), Q15596 | HEK293 GAL4-SRC2 luciferase reporter | 0.17% of 370,000 active | AID 651957, 2012;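 active = inhibition above the mean inhibition of all tested compounds plus 3 SD, set per campaign, cut at about 52% in these data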;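 note: 0% = DMSO treated cells and 100% = cells given Gossypol at 36 µM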
Starred values were filed as active, the others as inactive; nt = no result given.

molecule,SRC1 inh,TLR9-MyD88 block,TWEAK-Fn14 inh,COUP-TFII inh,NCOA3 inh,NOD2 RIPK2 PPI,TROY NFkB inh,C8 TRAIL sens,LRH-1 inv ag,EBV LMP1 NFkB,NCOA2 inhibitor
CS(=O)(=O)c1ccc(-c2nnc(NC(=O)C3=COCCO3)o2)cc1,-1,-2,-7,-1,-5,8,-28,-4,16,1,5
Cc1ccc(-c2c3c(=O)n(C)c(=O)n(C)c3cn2N2CCOCC2)cc1,-5,-6,-3,-21,9,9,-4,-2,-5,2,4
Cc1noc(/C=C/N(C)C)c1S(=O)(=O)N1CCc2ccccc21,-3,2,13,15,4,-11,8,15,32,-8,-14
Cc1nc(SCC(=O)c2ccc(F)cc2)n[nH]1,-8,-1,8,-22,-5,-2,-24,6,-9,1,4
CCCCOc1ccc(S(=O)(=O)NNC(=O)C2Cc3c(ccc4ccccc34)O2)cc1 (stereo unspecified),10,-5,6,1,-9,12,2,-5,-33,4,-22
O=C(NCc1ccncc1)c1ccc(NS(=O)(=O)c2ccccc2)cc1,9,-2,-1,-13,6,-12,-13,5,6,19,-6
COc1ccc(CNS(=O)(=O)c2cccc(S(=O)(=O)N3CCOCC3)c2)cc1,1,-7,2,0,1,-7,9,7,3,6,-13
CC(C)N1CCOC1c1ccccc1 (stereo unspecified),1,-6,17,0,-19,-9,-1,-16,2,-2,-8
CN(C1CCCCC1)S(=O)(=O)c1cc2c3c(c1)CCN3C(=O)CC2,-11,0,-3,3,4,5,-11,7,-26,-2,21
COc1ccc(C(C(=O)NC2CCCC2)N(CCN2CCOCC2)C(=O)c2ccc(OC)c(OC)c2)cc1 (stereo unspecified),0,-8,8,-4,10,5,0,1,-2,-33,2
CCc1c(C(=O)NCCc2ccc(OC)c(OC)c2)[nH]c(C)c1C(C)=O,-3,2,2,5,-2,-6,0,-1,13,-1,-6
CN(CC(=O)Nc1ccc(F)cc1)C(=O)COC(=O)c1cc(Br)c(Br)s1,-6,-3,-8,10,8,-1,3,29,-14,-4,-2
O=C(NCC(=O)N1CCN(Cc2ccccc2)CC1)c1ccccc1Cl,-14,-2,-15,-9,1,5,-7,-14,-14,2,12
COc1ccccc1NC(=O)C1Cc2ccccc2CN1C(=O)c1ccco1 (stereo unspecified),-6,-3,-8,13,-22,3,-5,-25,-5,-14,4
Cc1ccc(CNc2nc3ccccc3n3cnnc23)cc1,-9,-1,-33,-8,19,2,-11,21,-4,8,-15
COCC(=O)NCCc1nc(-c2ccccc2)cs1,-20,-2,8,6,-13,-2,4,-6,-10,1,-10
CCCCn1cnc2c(Sc3c([N+](=O)[O-])ncn3C)nc(N)nc21,5,-9,10,1,0,1,-11,-2,-7,0,6
COc1ccc(Sc2cc(C(F)(F)F)nc(-c3ccccn3)n2)cc1,14,-2,-11,9,-6,-7,-14,10,3,2,14
O=C1CC(c2cccs2)CC2=C1C(c1ccccc1)n1ncnc1N2 (stereo unspecified),-7,5,11,20,2,5,-3,-12,-13,0,2
COCCNC(=O)CCn1nc(-c2ccc(C)cc2)ccc1=O,-5,-7,1,8,-8,1,-3,-4,19,9,-18
CN1CCN(C(=S)NC(=O)c2cccc([N+](=O)[O-])c2)CC1,11,-9,13,12,19,4,10,-1,-24,7,1
CCOC1=C/C(=C/c2c(N)n3nc(CC(=O)N4CCCCC4)sc3nc2=O)C=CC1=O,-22,10,5,2,-3,-9,15,-13,28,-7,-29
COc1cccc(NC(=O)CCN2C(=O)c3cccc([N+](=O)[O-])c3C2=O)c1,4,0,12,-1,-3,-8,15,3,-4,5,-34
O=C(CCCN1C(=O)/C(=C/c2cccs2)SC1=S)NNC(=O)c1ccncc1,2,-4,5,-18,10,-2,-25,-5,18,14,13
CC(=O)Nc1cccc(-c2cc(NC(C)=O)c3ncc(-c4ccc(F)cc4)n3c2)c1,9,nt,100*,-15,2,1,91*,29,36,nt,54*
Cn1c(NCCO)nc2c1c(=O)n(Cc1cccc(Cl)c1)c(=O)n2C,-7,0,-19,-15,1,3,-7,-3,-2,-4,2
CCOC(=O)c1c(C)[nH]c(C(=O)COC(=O)c2[nH]c(C)c(C(C)=O)c2C)c1C,-14,-7,7,1,30,6,25,11,2,9,2
O=C(O)/C=C/C(=O)Nc1ccccc1SC(F)(F)C(F)(F)C(F)(F)F,8,-6,18,-2,13,-7,-7,-1,43,-1,-2
CC1CN(C(=O)c2cc3c(s2)CCC3)CC(C)O1 (stereo unspecified),-8,-4,4,5,-19,1,-19,-8,5,-13,-13
CC1CCc2sc(C(=O)NCCCn3ccnc3)cc2C1 (stereo unspecified),3,-3,4,5,5,-12,8,5,1,-2,4
Cc1cccc(OCC(=O)Nc2ccccc2N2CCCCC2)c1,-4,3,10,1,11,-3,-2,4,-11,-5,-9
Cc1ccc2cc(CN(C(=O)c3ccncc3)C(C)C)c(=O)[nH]c2c1,-11,-4,19,-12,20,-6,-2,-3,10,0,3
CCOc1cc(N2CCCC2)ccc1[N+](=O)[O-],-4,-1,-10,15,10,5,13,-9,22,-3,-12
C[C@@H]1CN([C@@H](C)CO)C(=O)c2cc(Br)cnc2O[C@H]1CN(C)Cc1ccc(-c2ccccc2)cc1,0,-7,-23,4,-8,3,0,-5,14,-11,-5
CN(Cc1ccccc1)c1nc2c(c(=O)[nH]c(=O)n2C)n1CCCSc1ncccn1,-7,1,12,-8,-6,2,9,3,13,-2,-13
CCN1C(=O)/C(=C\C=C\c2ccccc2[N+](=O)[O-])SC1=S,-13,2,5,-6,0,0,-58,-4,-13,-16,-27
CC(=O)c1ccc(N=C2NC(=O)C(CO)(CO)S2)cc1,8,-2,1,18,0,-5,11,10,4,-5,2
CCOCCCn1c(=S)[nH]c2cc(C(=O)NCc3ccc(F)cc3)ccc2c1=O,8,-7,13,-9,4,1,-17,12,18,6,15
CCOC(=O)C1=CN(CC)S(=O)(=O)NC1c1ccc2ccccc2c1 (stereo unspecified),-6,1,10,4,-3,4,0,-4,8,-1,-37
COC(=O)c1coc(-c2ccc(C)cc2)c1C(=O)OC,-36,-5,-27,-14,-4,2,-47,-14,-67,-14,-8
O=C(O)CN1CCN(Cc2ccc(F)cc2)C1=O,-7,5,23,4,-7,2,0,-9,18,2,-1
O=C(CNS(=O)(=O)c1ccc(Cl)cc1)NNC(=O)c1cccnc1,-14,4,27,-2,9,-11,-30,-6,8,-1,-23
CCN(Cc1ccncc1)C(=O)CCc1ccccc1,7,-9,-5,2,-2,-11,-4,-14,-1,79*,21
CCc1c(C(=O)N2CCN(c3ccccc3F)CC2)[nH]c(C)c1C(C)=O,-14,-3,18,-1,14,1,21,1,-4,13,-47
O=C(NCc1cccs1)C1CC(=O)N(c2ccccc2)C1 (stereo unspecified),7,-7,4,14,-11,-2,3,0,-7,1,10
CCOC(=O)c1sc(-c2ccc(C)cc2)c(C#N)c1C,7,6,-35,-11,2,3,-21,-7,-6,-1,4
CCc1sc(NC(=O)C(C)C)nc1-c1ccccc1,8,-2,13,2,19,-1,0,7,0,7,1
CCc1ccc(CC)c(S(=O)(=O)Nc2ccc(O)c(C(=O)O)c2)c1,-33,-6,15,-1,2,-11,12,-10,-8,-1,-8
O=C(CCn1c(=O)c2cccn2c2cccnc21)NCc1cccc(Cl)c1,-16,-5,22,13,9,-3,46,-13,7,-1,0
Cc1ccc(C)c(NC(=O)c2ccccc2O)c1,-39,-6,-5,-21,-21,-3,-25,20,-34,-7,-48
Cc1nc(N2CCCCC2)c2c(-c3cccs3)csc2n1,7,-6,-4,10,10,2,17,9,-8,5,1
CC(=O)NCCC(=O)Nc1cc(S(=O)(=O)N2CCCCC2)ccc1N1CCCCC1,16,7,3,14,20,-14,6,3,9,4,-4
Clc1cccc(-c2ccc(CNCc3ccccn3)o2)c1,-5,0,-7,-13,-40,-2,-37,21,-1,-3,-21
O=C1N/C(=N/S(=O)(=O)c2ccccc2)S/C1=C/c1cccnc1,-4,-12,14,11,-3,1,-4,-1,-8,2,6
CCc1nc(C(N)=O)c2[nH]c(=O)n(-c3ccccc3F)c2n1,-11,-3,-26,0,-27,6,6,-9,12,-3,2
COCCOC(=O)c1cc(C(=O)c2cc(Cl)ccc2O)coc1=N,1,6,-4,1,1,-6,-5,-5,-1,1,-12
CCc1nc(NCC2CCCN2CC)c2nnn(Cc3ccccc3F)c2n1 (stereo unspecified),14,6,69*,-24,4,-6,-20,-11,7,0,8
COC(=O)CCCCC1SCC(NC(=O)c2ccccc2)C1=O (stereo unspecified),9,3,-15,-19,3,-8,-6,2,10,7,2
C=CCn1c(O)c(N=NC(=S)Nc2ccc(OC)c(Cl)c2)c2ccccc21,15,-15,-5,13,27,-11,-20,26,-18,2,5
COc1ccc(CCNC(=O)CCOc2ccc(C)cc2)cc1OC,-3,-9,5,17,-2,3,-5,1,-11,-3,-6

Other records:
molecule,SRC1 inh,TLR9-MyD88 block,TWEAK-Fn14 inh,COUP-TFII inh,NCOA3 inh,NOD2 RIPK2 PPI,TROY NFkB inh,C8 TRAIL sens,LRH-1 inv ag,EBV LMP1 NFkB,NCOA2 inhibitor
CCOCCCNC(=O)c1cc2c(=O)n3cccc(C)c3nc2n1C,-16,-8,-3,12,10,-5,-2,19,10,-7,-41
COCCCNC(=O)c1cccc2c(=O)c(C)c(-c3ccccc3)oc12,4,-13,-1,8,-4,-4,4,-6,17,1,6
COc1ccc2sc(N(CCN(C)C)C(=O)c3cc(Cl)sc3Cl)nc2c1,-14,-7,-14,-1,8,-1,5,-3,-1,-5,9
Cc1ccc(S(=O)(=O)N2C(=O)[C@@H]3Cc4ccccc4CN3C2=O)cc1,-2,3,-3,3,21,-7,24,15,16,-1,-14
COc1ccc(C(CNC(=O)COc2ccccc2)N2CCCCC2)cc1 (stereo unspecified),-1,-13,1,10,11,9,-17,10,-9,7,-12
CCc1nn(CCCC(=O)N2CCc3ccccc3C2)c(=O)c2cc3occc3n12,5,1,-9,-3,-34,-4,6,1,-5,2,6
Cc1ccccc1NC(=O)CSc1nc(O)cc(=O)n1C,1,-1,4,14,10,-7,-25,-5,9,-3,13

Not all compounds are listed. The share of hits here may be higher or lower than overall.
